# Nrf2 activator – qHTS of Nrf2 Activators; AREc32 ARE-luciferase reporter (MCF7-derived line), luminescence, 24 h; Potency, µM (top dose mostly 46.1 µM), inactives show at the highest dose activation, hits mostly activators; actives 0.31% (n = 410,000); AID 624171, 2012; note: potency is the fitted concentration of half-maximal effect; % of control where 0% means no effect; nearly all actives have a fitted effect of over 65% in size
#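 AREc32 cells carrying an ARE-driven firefly luciferase reporter were seeded at 1000 cells/well in OPTI-MEM with 5% FBS, then exposed to compound for 24 hr at 37 deg C. Luminescence was read with Steady-Glo after 30 min at RT.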
# ATXN2 expr inh – Primary qHTS for Inhibitors of ATXN expression. HEK-293 ATXN2-luciferase reporter, luminescence, 24 h. Potency, µM (highest dose often 57 µM), inactives show top-dose activity change, negative = inhibition, most hits filed as inhibitors. actives 0.72% (n = 360,000). AID 1745845, 2022; note: potency is the fitted concentration of half-maximal effect; % is set by controls: 0 for no effect and ±100 for the full control effect; nearly all actives have a fitted effect of over 55% in size
#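 qHTS (up to 57 uM final) was run with 24 h compound exposure of reporter cells at 37 °C. Each well was multiplexed: SteadyGlo luminescence measured ATXN2-luciferase expression after a fluorogenic Gly-Phe-AFC viability readout (25 uM final).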
# MCF10A rerep – A quantitative high throughput screen for small molecules that induce DNA re-replication in MCF 10a normal breast cells | actives 2.9% (n = 350,000) | AID 624296, 2012 | MCF 10A DNA re-replication, Hoechst nuclear intensity, 48 h | Potency, µM (titrated, usually from 46.1 µM), for inactives: top-dose activity, positive = re-replication, usual class: activators; note: potency is the fitted concentration of half-maximal effect; % of control where 0% means no effect; nearly all actives have a fitted effect of over 50% in size
# Nrf2 inh – Nrf2 qHTS screen for inhibitors | A549 ARE-Fluc reporter, luciferase luminescence, 18-24 h | Potency, µM (highest dose often 46 µM), inactives show at the top dose activity change, negative = inhibition, usual class: inhibitors | actives 2.1% (n = 360,000); note: potency is the fitted concentration of half-maximal effect; % is set by controls: 0 for no effect and ±100 for the full control effect; nearly all actives have a fitted effect of over 60% in size
#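 Nrf2 activity is the BugLite luminescence, read 15 min after reagent at room temperature, following CellTiter-Fluor cytotoxicity readout (30 min, 37C). Compound titrations were applied for 18-24 h to 5000 A549 ARE_Fluc cells/well in 5% FBS OPTI-MEM.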
# S2 tox – Viability Counterscreen for Primary qHTS for Inhibitors of ATXN expression; Potency, µM (highest dose often 56.7 µM), most hits filed as cytotoxic; actives 0.49% (n = 400,000); S2 cells (HEK-293 line with an ATXN2-luciferase reporter) viability, CellTiter-Fluor protease fluorescence, 24 h; note: potency is the fitted concentration of half-maximal effect; nearly all actives have a fitted effect of over 40% in size
# A549 viability – Nrf2 qHTS screen for inhibitors: counterscreen for cytotoxicity; A549 ARE-Fluc cells, CellTiter-Fluor viability, 18-24 h; Potency, µM (top dose mostly 46 µM), for inactives: top-dose activity change, negative = cytotoxicity, actives largely listed as inhibitors; actives 0.16% (n = 390,000); AID 504648, 2011; note: potency is the fitted concentration of half-maximal effect; % is set by controls: 0 for no effect and ±100 for the full control effect
#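 Cytotoxicity counterscreen: CellTiter-Fluor fluorescence was measured in A549 ARE_Fluc cells after 18-24 h of compound exposure in a concentration series. The subsequent BugLite luminescent read reports ARE-luciferase activity.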
# HepG2 tox – qHTS for Inhibitors of TGF-b: Cytotox Counterscreen. HepG2 CAGA-GFP viability, ATP luminescence, 18 h. AID 588856, 2011. Potency, µM (titrated, usually from 46.1 µM), for the others: top-dose activity change, negative = cytotoxicity, actives largely listed as cytotoxic. actives 0.76% (n = 410,000); note: potency is the fitted concentration of half-maximal effect; some results filed as inactive show a strong effect at the top dose
#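 HepG2 CAGA-GFP cells (1000/well, DMEM with 1% FBS) received compound, then TGF-beta at 500 pg/mL final, and were incubated 18 hours at 37 degrees C. Viability was read by CellTiter-Glo luminescence. Media-only wells were set as complete cell-killing and DMSO as no toxicity.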
# TGFb SMAD3 inh – qHTS for Inhibitors of TGF-b. Potency, µM (doses to about 46.1 µM), for the others: at the top dose activity, negative = inhibition, most hits filed as inhibitors. HepG2 CAGA-GFP TGF-b/SMAD3 reporter, GFP fluorescence, 18 h; TGF-beta stimulated, 500 pg/mL final. AID 588855, 2011. actives 1.2% (n = 410,000); note: potency is the fitted concentration of half-maximal effect; % is set by controls: 0 for no effect and ±100 for the full control effect; nearly all actives have a fitted effect of over 65% in size
#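 First, reporter cells (HEPG2 CAGA-GFP) rested 2 h at 37 degrees C. Next, compounds were pinned in and TGF-beta added to 500 pg/mL final. After 18 h, GFP was imaged per cell and summed per well.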
# IL1B secr inh – qHTS for Inhibitors of Inflammasome Signaling: IL-1-beta AlphaLISA Primary Screen; actives 4.7% (n = 360,000); AID 743279, 2014; THP-1 LPS/ATP IL-1B secretion, AlphaLISA, 16 h; hits give low values; activity change, % at 57.5 µM; in the data active = activity change below about -50%; inconclusive = mostly about -30% to -49%; note: % is set by controls: 0 for no effect and ±100 for the full control effect
#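 Secreted IL-1B measured by AlphaLISA bead assay after 16 h compound exposure of THP-1 cells; compounds (final up to 57.5 uM) added 1 h before LPS (250 ng/mL) and ATP (1.25 mM) stimulation; lower signal means less secretion.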
# The depositor's hits bear a star; i = inactive; ? = inconclusive; / = no result given; & = joins results of further samples; ! = repeats disagree; [ ] = dose if it differs, or a comment. Unless noted, calls come from the whole dose curve; as a rule, active = well fitted curve in the direction sought with a large enough effect; inconclusive = small, poorly fitted or top-dose-only effect, or another doubt; inactive = no such curve, though single readings can be large; an effect the other way counts as inactive or inconclusive. Some of the compounds tested. The share of hits here may be higher or lower than overall.
item	Molecule	Nrf2 activator	ATXN2 expr inh	MCF10A rerep	Nrf2 inh	S2 tox
1	Cc1ccc(N(CC2=NCCN2)c2cccc(O)c2)cc1	-0.3%&0.6%&-0.2%	4.5%&-13.3%&0.3%&-8.1%&-15.9%	0.3%	7.31µM*!	i
2	CC(O)CNC(=O)C(=O)Nc1c2c(nn1-c1ccc(Cl)cc1)CSC2 (centres undefined)	0.3%	-3.6%	/	/	i
3	C[N+]1(C)CCC(=C(c2ccccc2)c2ccccc2)CC1	-0.9%	1.5%&0.7%	9.4%	0.9%	i
4	C1COC(NC(C2CC2)C2CC2)=N1	9.8%	-0.9%&1.2%&-4.0%	?	0.2%	i
5	COc1ccc(CC(=O)Nc2c(C(=O)N3CCN(c4ccccc4F)CC3)oc3ccccc23)cc1OC	0.2%	/	/	?	/
6	Oc1ccc(C2CNCCc3c2cc(O)c(O)c3Cl)cc1 (centres undefined)	-1.1%&4.1%	-1.0%&-19.1%&-14.5%&-4.6%	-1.4%	4.4%&-11.1%	?
7	CC1(C)O[C@H]2CC(=O)OC[C@@]23C1CC(=O)[C@]1(C)C3CC[C@@]2(C)[C@H](c3ccoc3)OC(=O)[C@H]3O[C@]321 (some centres undefined)	-0.6%	5.8%	-9.7%	3.7%	i
8	Oc1ccc2c(c1)OCC1(O)Cc3cc(O)c(O)cc3C21 (centres undefined)	?	?	14.7%	?	/

item	A549 viability	HepG2 tox	TGFb SMAD3 inh	IL1B secr inh
1	?	8.0%&-24.2%&-7.0%	10.9%&3.5%&9.3%	12.6&-10.8&-20.0
2	-4.3%	-16.7%	11.4%	/
3	-3.0%	3.0%	11.2%	-15.2
4	1.5%	-7.5%	19.9%	0.0
5	-1.4%	-17.5%	-10.3%	/
6	0.3%&-7.1%	-16.0%&1.7%	0.0%&-0.6%	-0.9&9.2
7	-0.4%	-3.8%	8.6%	-5.6
8	?	4.2%	62.6%[activator]	-7.8

# Another view of some results above.
7	CC1(C)O[C@H]2CC(=O)OC[C@@]23C1CC(=O)[C@]1(C)C3CC[C@@]2(C)[C@H](c3ccoc3)OC(=O)[C@H]3O[C@]321 (some centres undefined)
8	Oc1ccc2c(c1)OCC1(O)Cc3cc(O)c(O)cc3C21 (centres undefined)
2	CC(O)CNC(=O)C(=O)Nc1c2c(nn1-c1ccc(Cl)cc1)CSC2 (centres undefined)
1	Cc1ccc(N(CC2=NCCN2)c2cccc(O)c2)cc1
3	C[N+]1(C)CCC(=C(c2ccccc2)c2ccccc2)CC1
4	C1COC(NC(C2CC2)C2CC2)=N1
5	COc1ccc(CC(=O)Nc2c(C(=O)N3CCN(c4ccccc4F)CC3)oc3ccccc23)cc1OC

Assay by compound | 7 | 8 | 2 | 1 | 3 | 4 | 5
Nrf2 activator | -0.6% | ? | 0.3% | -0.3%&0.6%&-0.2% | -0.9% | 9.8% | 0.2%
ATXN2 expr inh | 5.8% | ? | -3.6% | 4.5%&-13.3%&0.3%&-8.1%&-15.9% | 1.5%&0.7% | -0.9%&1.2%&-4.0% | /
MCF10A rerep | -9.7% | 14.7% | / | 0.3% | 9.4% | ? | /
Nrf2 inh | 3.7% | ? | / | 7.31µM*! | 0.9% | 0.2% | ?
S2 tox | i | / | i | i | i | i | /
A549 viability | -0.4% | ? | -4.3% | ? | -3.0% | 1.5% | -1.4%
HepG2 tox | -3.8% | 4.2% | -16.7% | 8.0%&-24.2%&-7.0% | 3.0% | -7.5% | -17.5%
TGFb SMAD3 inh | 8.6% | 62.6%[activator] | 11.4% | 10.9%&3.5%&9.3% | 11.2% | 19.9% | -10.3%
IL1B secr inh | -5.6 | -7.8 | / | 12.6&-10.8&-20.0 | -15.2 | 0.0 | /

# Next part:
item	Molecule	Nrf2 activator	ATXN2 expr inh	MCF10A rerep	Nrf2 inh	S2 tox
9	CC12CCC(=O)C=C1CCC1C2CCC2(C)C1CCC2(O)C(=O)CO (centres undefined)	-0.3%	1.1%	3.9%	?	i
10	CCCCNc1ccc(C(=O)OCCOCCOCCOCCOCCOCCOCCOCCOCCOC)cc1	-0.8%	-17.9%&-3.4%	-48.4%[inhibitor]	5.0%	i
11	O=C(CSc1nc2ccccc2n1Cc1cccc(Cl)c1)N1CCN(c2ccc(F)cc2)CC1	0.0%	6.0%	/	-10.1%	i
12	NOCC(=O)O	0.5%	10.6%	-0.9%	5.5%	i
13	CCCCn1cnc2cc(NCc3ccccc3Cl)ccc21	3.5%	-7.3%	/	?	i
14	CC(=O)Nc1ccc(CC(=O)O)cc1	0.4%	8.5%&12.7%	-8.6%&0.1%	23.9%	i
15	CN(C)CCCC1(c2ccc(F)cc2)OCc2cc(C#N)ccc21 (centres undefined)	0.5%	-8.9%&-22.2%	3.3%&-6.4%	-14.7%	i
16	COc1ccc(Cn2c(SCc3ccc(C(=O)NC4CCCC4)cc3)nc3ccncc32)cc1	0.2%	?	/	16.4µM*	?

item	A549 viability	HepG2 tox	TGFb SMAD3 inh	IL1B secr inh
9	-15.1%	-5.3%	3.0%	-15.6
10	0.6%	-24.9%	-4.3%	-24.6
11	-4.7%	8.2%	-6.4%	/
12	-8.5%	1.3%	12.1%	44.9
13	?	-35.0%	?	/
14	5.1%	24.0%	9.1%	36.4
15	-0.6%	-6.1%	-5.9%	-15.6
16	-14.4%	-58.6%	?	/

# Other entries.
item	Molecule	Nrf2 activator	ATXN2 expr inh	MCF10A rerep	Nrf2 inh	S2 tox
17	COc1cc([C@@H]2Oc3cc(C4Oc5cc(O)cc(O)c5C(=O)[C@H]4O)ccc3O[C@H]2CO)ccc1O (some centres undefined)	5.2%	3.8%	9.6%	-12.2%	i
18	NC(N)=O	0.6%	3.5%	1.1%&2.4%	15.5%	i
19	CCCCCC(=O)O[C@]1(C(C)=O)CC[C@H]2[C@@H]3CCC4=CC(=O)CC[C@]4(C)[C@H]3CC[C@@]21C	3.7%	28.2µM*!	?	20.6µM*	35.5µM*!
20	NC1CCN(c2nc3c(cc2F)c(=O)c(C(=O)O)cn3-c2ccc(F)cc2F)C1 (centres undefined)	0.1%	-6.1%&-10.3%	-1.6%&-20.7%	?	i
21	O=C(O)c1cccnc1Nc1cccc(C(F)(F)F)c1	0.3%	13.5%&31.5%&24.0%	13.1%&-3.0%&8.6%	5.5%	i
22	COC(=O)C1=CO[C@@H](O[C@@H]2O[C@H](CO)[C@@H](O)[C@H](O)[C@H]2O)C2C1C[C@H](O)[C@@H]2C (some centres undefined)	-0.8%	-1.1%	3.4%	-16.6%	i
23	CC(=O)CCCCn1c(=O)c2c(ncn2C)n(C)c1=O	0.5%	4.4%&1.2%	9.5%	8.6%	i
24	CCc1ccc(CCOc2ccc(CC3SC(=O)NC3=O)cc2)nc1 (centres undefined)	0.1%	25.4%&5.6%&2.8%	?	?	i
25	O=C(Cn1c(=O)n(Cc2ccco2)c(=O)c2oc3ccccc3c21)Nc1ccccc1	0.6%	-10.4%	/	?	?
26	O=c1oc2c(O)c(O)cc3c(=O)oc4c(O)c(O)cc1c4c23	-0.6%	4.3%	6.3%	/	i
27	Cc1ccc(=O)n(-c2ccccc2)c1	0.4%	2.6%&3.8%	-2.0%&-2.2%	-10.5%	i

item	A549 viability	HepG2 tox	TGFb SMAD3 inh	IL1B secr inh
17	-6.5%	6.2%	3.8%	14.0
18	1.1%	0.7%	4.1%	22.8
19	?	-37.5%	?	-0.4
20	-3.3%	4.8%&8.9%	-10.5%&-0.3%	-24.7
21	-4.8%	3.3%	10.2%	29.8
22	-1.8%	-16.6%	-18.9%	15.4
23	-5.4%	1.0%	-4.9%	16.4
24	-9.1%	6.0%	27.6%	62.2
25	8.9%	-16.1%	?	/
26	-7.6%	1.9%&20.7%	5.7%&6.0%	-51.1*
27	2.5%	0.2%	16.5%	17.7

# From PubChem
